S-ASM inh: inhibitors of human secretory acid sphingomyelinase. P17405. placental ASM, HMU-PC fluorogenic substrate, 60 min. Potency, µM (top dose mostly 57.5 µM), without a hit: at the highest dose activity change, negative = inhibition, actives largely listed as inhibitors. 340,000 tested, 0.006% active. AID 504937; further: potency means the concentration at half of the fitted maximal effect
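Steps: dispense placental human ASM, pin compound, wait 10 min at room temperature, add HMU-PC0 substrate at 9 uM final, incubate 60 min at 37 °C, add stop solution raising pH to 10, read fluorescence.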
Eya2 inh: inhibitors of human Eya2 phosphatase activity. O00167. recombinant Eya2, OMFP fluorescence dephosphorylation (OMFP is methylfluorescein phosphate). Potency, µM (series often up to 76.9 µM), without a hit: at the top dose activity, negative = inhibition, actives largely listed as inhibitors. 330,000 tested, 0.006% active; further: potency means the concentration at half of the fitted maximal effect; on the % scale 0 is the no-effect control and ±100 the full control effect
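Eya2 (0.2 uM) preincubated 10 min at ambient with compound, then OMFP substrate added at 50 uM; 10 min reaction in 50 mM HEPES pH 7.5, 50 mM NaCl, 5 uM MgCl2, 0.05% BSA, 1 mM DTT. Fluorescence read at Ex 485/Em 525 nm.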
USP2a inh: USP2a (human) protease inhibition. O75604. USP2 core, Ub-CHOP2 coupled fluorogenic reporter, 485/531. Potency, µM (top dose mostly 38.3 µM), for inactives: at the highest dose activity change, negative = inhibition, most hits filed as inhibitors. 330,000 tested, 0.01% active. AID 463254;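 further: potency means the concentration at half of the fitted maximal effect; plate controls were DMSO wells for no effect and full inhibition by NEM control for full effect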
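USP2 core (10nM final) preincubated 30min RT with compound in 20mM Tris-HCl pH 8.0, 2mM CaCl2, 2mM beta-mercaptoethanol, 0.05% CHAPS; 25nM Ub-CHOP2 plus 25nM reporter substrate added, fluorescence (Ex485/Em531) read after 60min.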
TSHR antag: antagonists of human thyroid stimulating hormone receptor | 330,000 tested, 0.2% active | activity change, negative = inhibition, % at 11.5 µM | TSHR-expressing cells, TSH-stimulated cAMP HTRF, 2 h; active compounds read low;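 active means activity change below a set negative limit, meaning inhibition stronger than a set level, cut at about -70% in these data; inconclusive means activity change between two set negative limits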; further: on the % scale 0 is the no-effect control and ±100 the full control effect
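Antagonism was scored as loss of TSH-driven cAMP in TSHR cells, stimulated with 4nM TSH (EC80) for 2 hours at 37 deg C and detected by homogeneous HTRF competition immunoassay.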
Chronic BCR inh: chronic active BCR signaling inhibition | 340,000 tested, 0.05% active | ABC-DLBCL IkBa-CBG/CBR reporter, luminescence ratio, 4 h | Potency, µM (top dose mostly 46.1 µM), without a hit: top-dose ratio change, negative = lower green/red ratio, usual class: inhibitors; active means well fitted inhibition curve with a large enough effect in the signal ratio, with a control signal flat, not every such curve was filed as active; inconclusive means small, poorly fitted or top-dose-only effect, or effect the other way, or a change in a side signal; the % refers to the signal ratio;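 further: potency means the concentration at half of the fitted maximal effect; plate controls were basal doxycycline-induced cells for no effect and cells given 10 µM MG132 for full effect; MG132 reads +100%, hits lower the ratio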
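TMD8 ABC-DLBCL cells carrying doxycycline-inducible green luciferase fused to IkappaBalpha plus unfused red luciferase were exposed to compounds (up to 46 uM) for 4 hrs at 37C. Activity came from the overlap-corrected green/red luminescence ratio.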
Menin MLL FP TR: displaces Texas Red mutant MLL peptide from human menin | Menin + Texas Red MLL mutant peptide, fluorescence polarization | Potency, µM (series often up to 61.6 µM), for inactives: at the highest dose FP activity change, negative = inhibition, most hits filed as inhibitors | O00255 | AID 1768 | 270,000 tested, 0.23% active; active means well fitted inhibition curve with a large enough effect in the polarisation, with a control signal flat, not every such curve was filed as active; inconclusive means small, poorly fitted or top-dose-only effect, or effect the other way, or a change in a side signal; inactive means no such curve, though single readings can be large or run the other way; the % refers to the polarisation; further: potency means the concentration at half of the fitted maximal effect; % of control where 0% means no effect; many of its hits are not listed in these tables
Mito fusion yeast: mitochondrial division inhibition or fusion activation; S. cerevisiae fusion-defective mutant growth rescue, CellTiterGlo 48 h; Potency, µM (highest dose often 46.1 µM), without a hit: top-dose growth rescue (activation), actives largely listed as activators; 320,000 tested, 0.23% active; AID 485298;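 further: potency means the concentration at half of the fitted maximal effect; % of control where 0% means no effect; nearly all actives have a fitted effect of over 45% in size; temperature-sensitive fusion mutants such as fzo1-1 at 37 °C on non-fermentable ethanol glycerol medium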
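Read-out: ATP-based luminescence (CellTiterGlo, 10 min ambient) reporting growth of fusion-defective ts yeast after 48 hours at 37C on glycerol/ethanol YPEG medium in the presence of compound.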
GALK inh: blocks human galactokinase activity. 270,000 tested, 0.007% active. Purified GALK, Kinase-Glo residual ATP luminescence. Potency, µM (doses to about 57.5 µM), for inactives: at the highest dose activity change, negative = inhibition, most hits filed as inhibitors; further: potency means the concentration at half of the fitted maximal effect; on the % scale 0 is the no-effect control and ±100 the full control effect
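The enzyme phosphorylates galactose (100 uM) using ATP (35 uM); inhibition is detected as higher residual ATP, quantified by bioluminescence after 1 h reaction at room temperature, pH 8.0.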
MBNL1-CUG inh: MBNL1-poly(CUG) RNA binding inhibition; TR-FRET MBNL1-His/biotin-(CUG)12 binding, 665/545 ratio; Q9NR56; 280,000 tested, 0.036% active; Potency, µM (series often up to 57.5 µM), without a hit: at the top dose activity change, negative = inhibition, usual class: inhibitors; active means well fitted inhibition curve with a large enough effect in the signal ratio, with a control signal flat, not every such curve was filed as active; inconclusive means small, poorly fitted or top-dose-only effect, or effect the other way, or a change in a side signal; inactive means no such curve, though single readings can be large or run the other way; the % refers to the signal ratio; further: potency means the concentration at half of the fitted maximal effect; on the % scale 0 is the no-effect control and ±100 the full control effect
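Compound titration spanned 92 nM–58 uM against the MBNL1-His/biotin-(CUG)12 complex. After 60 min at room temperature with 5 nM streptavidin-XL665 and 0.055 ng/ul terbium anti-His, ratiometric 665/545 nm emission (Ex 340 nm) normalized to controls.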
KCNH2 WT inh: KCNH2 (human, wildtype) channel inhibition; Q12809; U2OS, BacMam KCNH2, thallium flux FluxOr; active compounds read low; activity change, % at 1.84 µM; 340,000 tested, 0.37% active; AID 720551;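 active means maximum activity change below -70%; inconclusive means maximum activity change between -70% and -50%; inactive means maximum activity change above -50%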; further: on the % scale 0 is the no-effect control and ±100 the full control effect
Target sequence (Q12809 whole entry, looked up): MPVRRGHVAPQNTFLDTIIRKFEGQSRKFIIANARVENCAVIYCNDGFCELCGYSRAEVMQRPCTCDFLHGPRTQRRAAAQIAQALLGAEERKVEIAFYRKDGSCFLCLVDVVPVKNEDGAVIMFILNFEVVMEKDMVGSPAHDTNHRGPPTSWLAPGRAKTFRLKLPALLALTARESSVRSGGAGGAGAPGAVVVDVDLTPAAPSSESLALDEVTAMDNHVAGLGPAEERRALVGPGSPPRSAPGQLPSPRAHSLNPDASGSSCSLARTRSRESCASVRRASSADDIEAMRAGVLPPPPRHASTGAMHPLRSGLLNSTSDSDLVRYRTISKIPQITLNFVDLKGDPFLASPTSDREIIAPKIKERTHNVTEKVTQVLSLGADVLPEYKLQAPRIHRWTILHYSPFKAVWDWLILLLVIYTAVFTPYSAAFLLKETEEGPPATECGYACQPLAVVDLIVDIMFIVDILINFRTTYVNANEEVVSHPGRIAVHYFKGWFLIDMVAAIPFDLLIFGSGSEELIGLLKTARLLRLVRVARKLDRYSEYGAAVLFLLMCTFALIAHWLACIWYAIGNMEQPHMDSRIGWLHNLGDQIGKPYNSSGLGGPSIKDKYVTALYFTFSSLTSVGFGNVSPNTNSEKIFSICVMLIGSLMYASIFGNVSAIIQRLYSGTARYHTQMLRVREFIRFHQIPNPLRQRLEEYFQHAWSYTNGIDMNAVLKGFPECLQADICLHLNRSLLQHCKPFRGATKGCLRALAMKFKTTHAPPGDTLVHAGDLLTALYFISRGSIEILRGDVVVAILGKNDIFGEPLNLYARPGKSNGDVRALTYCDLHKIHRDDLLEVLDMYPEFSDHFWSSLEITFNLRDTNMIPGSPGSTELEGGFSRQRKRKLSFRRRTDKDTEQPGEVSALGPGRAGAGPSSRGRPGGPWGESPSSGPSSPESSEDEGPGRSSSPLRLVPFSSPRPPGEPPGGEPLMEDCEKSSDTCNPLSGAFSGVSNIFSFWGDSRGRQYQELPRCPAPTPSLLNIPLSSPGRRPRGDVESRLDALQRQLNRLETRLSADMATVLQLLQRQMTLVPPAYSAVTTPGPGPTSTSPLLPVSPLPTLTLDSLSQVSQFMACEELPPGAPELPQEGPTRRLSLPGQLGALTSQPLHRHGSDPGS
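U2OS cells were transduced with wild-type KCNH2 virus (2.03 x 10^8 / mL) for 4 h at room temperature, then cultured overnight at 37 C. Thallium flux was read with FluxOr dye. Rate constants were normalized to DMSO controls.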
PKM2 activator: increases activity of human pyruvate kinase M2 | P14618 | purified PKM2, Kinase-Glo ATP luminescence, activation; response scale: 0% is enzyme alone, no compound | Potency, µM (titrated, usually from 57.5 µM), without a hit: at the highest dose activation, hits mostly activators | 260,000 tested, 0.34% active | AID 1631; further: potency means the concentration at half of the fitted maximal effect; on the % scale 0 is the no-effect control and ±100 the full control effect; nearly all actives have a fitted effect of over 55% in size
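Purified hPK-M2 (>95% pure) converted ADP (0.1 mM final) to ATP with 0.5 mM PEP in 50 mM imidazole pH7.2, KCl, MgCl2, Tween 20, BSA; 1 h at room temperature. ATP detected by Kinase-Glo luminescence.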
The depositor's hits bear a star; i = inactive; ? = inconclusive; · = not tested or not shown; [ ] = remark or other dose. Unless noted, the call rests on the fitted dose curve; in most records, active means well fitted curve in the direction sought with a large enough effect; inconclusive means small, poorly fitted or top-dose-only effect, or another doubt; inactive means no such curve, though single readings can be large; an effect the other way counts as inactive or inconclusive. An excerpt. The share of hits here may be higher or lower than overall.

SMILES | S-ASM inh | Eya2 inh | USP2a inh | TSHR antag | Chronic BCR inh | Menin MLL FP TR | Mito fusion yeast | GALK inh | MBNL1-CUG inh | KCNH2 WT inh | PKM2 activator
CCCCN(C)C(=O)Cn1ncc2c3ccccc3n(CCC)c2c1=O | -3.9% | 1.2% | 2.0% | -5.0 | ? | ? | 22.0% | -1.7% | -0.2% | 1.5 | ·
CC1CCC(C(C)C)C(OCC(O)CN2CCCC(C)C2)C1 (stereo not drawn) | 2.9% | -7.3% | 0.5% | -9.4 | 5.5% | ? | ? | 7.1% | -1.5% | 24.4 | 2.8%
Cc1cc(-c2ccc(S(=O)(=O)N(C)c3ccc(C)c(C)c3)s2)on1 | -7.5% | 2.4% | 2.0% | 14.2 | ? | · | -2.7% | -8.2% | 15.8% | 6.1 | ·
O=[N+]([O-])c1cccc(-c2nc3ccc([N+](=O)[O-])cc3[nH]2)c1 | -3.2% | 8.0% | 0.4% | -21.0 | -0.1% | ? | 3.8% | 1.7% | ? | · | ·
COc1cccc(OCCCOc2ccc([N+](=O)[O-])cc2Cl)c1 | -6.8% | -3.7% | -0.5% | -0.9 | ? | 0.8% | -1.6% | 0.0% | 1.9% | 11.8 | -9.7%
Cc1cc(NC(=O)CCc2ccc(S(=O)(=O)N3CCOCC3)cc2)n(-c2ccccc2)n1 | -0.3% | 7.9% | 1.7% | -13.0 | 8.5% | -1.0% | -0.7% | -4.3% | -8.0% | 17.9 | -1.3%
COC(=O)c1cc(NC(=O)c2cccc(F)c2)cc(C(=O)OC)c1 | -4.6% | -5.3% | 3.5% | -7.2 | 4.8% | 40.2%[activator] | 0.3% | 1.0% | -8.3% | -7.6 | 7.6%
CC(=O)N1c2ccc(S(=O)(=O)NCCC(=O)NC3CCCCCC3)cc2CC1C (stereo not drawn) | 7.6% | 4.9% | 3.6% | 4.4 | 1.7% | · | -0.4% | -6.3% | 1.3% | 0.7 | ·
O=C(CN1CCN(Cc2ccccc2Cl)C1=O)NCC1CCCO1 (stereo not drawn) | -0.2% | 8.7% | -2.3% | 0.3 | -1.2% | -17.6%[11.7 µM] | -3.9% | 2.3% | -4.4% | 27.8 | -4.1%
CCS(=O)(=O)c1ccc(O)c(NC(=O)CC2(CC(=O)O)CCCC2)c1 | 0.7% | 13.1% | -0.1% | -5.2 | 1.5% | · | -2.2% | · | -3.7% | -0.9 | -1.9%
Cc1c(CCC(=O)O)c(=O)oc2cc3occ(C(C)(C)C)c3cc12 | 38.4% | 8.1% | 0.2% | -19.8 | 14.7% | · | 11.6% | 0.2% | -16.7% | -6.0 | 2.7%
COc1cc(OC)c2c(OC)cccc2n1 | 0.7% | 3.2% | 3.4% | 4.6 | -1.7% | 3.5% | 0.2% | 0.1% | -6.9% | 7.2 | -12.5%
O=C(Nc1ncc(Cl)cn1)c1cccs1 | 2.5% | 15.8% | 0.4% | 0.5 | ? | -2.1% | -0.9% | 2.6% | -6.6% | 5.4 | -19.2%
COc1ccc2c(c1)c(CC(=O)OC(C)C(=O)N(C)C)c(C)n2C(=O)c1ccc(Cl)cc1 (stereo not drawn) | ? | -23.7% | -1.7% | -22.2 | ? | -8.3% | 1.0% | 0.1% | 3.4% | 3.3 | ·
CCCN1C(=O)CC(c2ccco2)Sc2ccccc21 (stereo not drawn) | -1.6% | 21.6% | -3.1% | -2.4 | 4.2% | -21.9% | -1.5% | 3.2% | 0.3% | -0.6 | ?
O=C(O)C1CC=CCC1C(=O)NCCc1csc(-c2ccccc2)n1 (stereo not drawn) | -5.4% | -1.8% | 2.0% | -0.1 | 7.6% | 2.5% | 0.3% | · | -6.1% | 0.5 | 2.4%
Cc1ccccc1C(=O)N[C@H](C(=O)OCC(=O)c1ccc[nH]1)C(C)C | 6.0% | -15.6% | 1.1% | 2.1 | 3.4% | -6.5% | -1.9% | -3.0% | 2.3% | -3.3 | -4.4%
COC(=O)C1=CN(Cc2ccc(OC)c(OC)c2)C=C(C(=O)OC)C1c1cccc(O)c1 | i | -7.3% | -0.1% | 1.1 | ? | -0.7% | -2.4% | -6.8% | 19.3% | 5.9 | 3.2%
Cc1cccc(C(=O)NCC(=O)OCC(=O)NC2CCCCC2)c1 | 6.4% | 0.2% | 1.0% | -4.4 | 3.6% | · | · | · | · | 2.3 | ·
Cc1cc([N+](=O)[O-])nn1Cc1c(F)c(F)c(F)c(F)c1F | -1.8% | 10.2% | 0.6% | 1.8 | -6.6% | 8.0% | 2.9% | 3.5% | -2.4% | -10.2 | -0.6%
CC(=O)NC(CCS(C)(=O)=O)C(=O)Nc1ccccc1Cl (stereo not drawn) | 1.6% | -7.7% | 3.0% | 24.4 | -0.1% | 4.8% | -1.8% | 0.6% | -11.9% | -2.6 | 8.5%
Nn1c(SCC(=O)Nc2ccccc2F)nc2ccccc2c1=O | 2.4% | 7.8% | -0.6% | -14.7 | -0.9% | ? | -1.5% | 0.7% | 8.9% | 4.2 | 2.5%
CCOc1cccc(-c2c(C(=O)N/N=C/c3ccc(C)s3)nnn2-c2nonc2N)c1 | -3.1% | -2.8% | 1.3% | 8.4 | ? | · | -3.9% | 3.0% | 6.2% | -1.4 | ·
COCCNC(=O)CSc1ccc(-c2nc3ccccc3[nH]2)cn1 | -0.7% | 2.7% | 0.4% | -11.6 | 10.6% | -12.8% | 0.6% | -0.3% | 3.1% | -16.7 | -0.2%
O=C(CN1CCCC1c1cccs1)Nc1cccc(S(=O)(=O)N2CCCC2)c1 (stereo not drawn) | 1.3% | ? | -1.4% | -8.3 | -0.2% | · | 1.6% | · | · | 1.4 | ·
Cc1nc2ccccc2n1CCc1ccccc1 | 0.6% | -9.6% | 2.9% | 0.3 | 15.9% | -0.7% | -5.3% | -1.0% | 14.8% | 5.0 | -0.2%
CC(=O)c1ccc(NC(=O)C2CCCN(c3ncnc4c3nc3n4CCCCC3)C2)cc1 (stereo not drawn) | -8.6% | 2.8% | 0.4% | 0.0 | 4.4% | -18.2% | 26.3% | -4.3% | -3.1% | 4.9 | ·
O=C1[C@@H]2Cc3c([nH]c4ccccc34)C(c3cccc([N+](=O)[O-])c3)N2C(=O)CN1C1CCN(Cc2ccccc2)CC1 (stereo partly drawn) | · | 5.4% | -9.9% | 18.0 | -4.6% | 40.1%[activator] | -34.7%[inhibitor] | 3.8% | -3.7% | · | ·
Clc1ccc2[nH]c3c(N4CCC5(CC4)OCCO5)ncnc3c2c1 | 2.9% | 15.1% | -1.0% | -21.2 | -0.2% | -2.4% | 1.0% | -1.3% | 6.2% | -1.2 | -1.9%
COc1ccc(NC(=O)COC(=O)c2ccc(Cl)c(S(N)(=O)=O)c2)c([N+](=O)[O-])c1 | -4.5% | ? | 1.2% | 18.1 | -20.6% | · | -2.3% | · | ? | 1.8 | -4.0%
CCCn1nc(C(=O)NCc2ccccn2)c2ccccc2c1=O | -3.3% | -25.3% | -0.8% | 0.0 | ? | ? | 6.8% | -0.9% | 3.5% | 14.0 | 8.4%
C[n+]1cnc(-c2ccccc2)cc1-c1ccccc1 | -2.4% | 1.5% | 2.4% | 0.0 | 0.4% | -7.8% | -0.3% | 2.0% | ? | 0.1 | -5.0%
O=C(c1ccc(-c2ccccc2)cc1)N1CCN(c2nc3ccccc3o2)CC1 | -1.1% | 4.0% | 0.6% | 7.2 | -0.7% | -7.6% | -3.7% | 2.1% | -3.9% | -2.8 | -8.2%
O=C(NCCc1cccs1)c1cccs1 | 2.7% | 15.7% | -0.8% | -6.6 | ? | -0.8% | 8.0% | 0.7% | 7.1% | 1.9 | -1.5%
O=C(Nc1cccc(C(F)(F)F)c1)c1cc(-c2ccco2)on1 | -0.9% | ? | 0.7% | -4.4 | 15.8% | 9.4% | 7.0% | 0.3% | -0.3% | -4.7 | 2.1%
CCOC(=O)CC1(NC(=O)c2cc(COc3cncc(Cl)c3)on2)CCCCC1 | -1.7% | -9.5% | 2.5% | -12.4 | -2.6% | · | 1.6% | -3.7% | -6.3% | -11.9 | -9.4%

Screening data: PubChem BioAssay, National Center for Advancing Translational Sciences (NCATS)
